# Screens as filed in PubChem BioAssay.
# MOR-DOR ag – OPRM1-OPRD1 heterodimerization agonism | P35372+P41143 | cells, luminescence | activation, % at 9.3 µM | hit rate 0.3% among 340,000; in the data active = activation above about 18%;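 also: 0% = vehicle-treated cells and 100% = reference agonist; values of inactives mirror those of a sister screen read the other way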
# Keap1 Nrf2 FP – Keap1-Nrf2 (human) interaction inhibition; inhibition, % at 9.4 µM; Keap1 Kelch-Nrf2 peptide fluorescence polarization, 1536-well; AID 504523; hit rate 0.15% among 340,000; in the data active = inhibition above about 12%;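 also: human Keap1 Kelch domain with fluorescein labeled Nrf2 9mer peptide probe; 0% = neutral control wells and 100% = peptide positive control; higher means more block of Keap1 binding to Nrf2 peptide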
# Target sequence (Q14145 whole entry, looked up, the tested form may be a part): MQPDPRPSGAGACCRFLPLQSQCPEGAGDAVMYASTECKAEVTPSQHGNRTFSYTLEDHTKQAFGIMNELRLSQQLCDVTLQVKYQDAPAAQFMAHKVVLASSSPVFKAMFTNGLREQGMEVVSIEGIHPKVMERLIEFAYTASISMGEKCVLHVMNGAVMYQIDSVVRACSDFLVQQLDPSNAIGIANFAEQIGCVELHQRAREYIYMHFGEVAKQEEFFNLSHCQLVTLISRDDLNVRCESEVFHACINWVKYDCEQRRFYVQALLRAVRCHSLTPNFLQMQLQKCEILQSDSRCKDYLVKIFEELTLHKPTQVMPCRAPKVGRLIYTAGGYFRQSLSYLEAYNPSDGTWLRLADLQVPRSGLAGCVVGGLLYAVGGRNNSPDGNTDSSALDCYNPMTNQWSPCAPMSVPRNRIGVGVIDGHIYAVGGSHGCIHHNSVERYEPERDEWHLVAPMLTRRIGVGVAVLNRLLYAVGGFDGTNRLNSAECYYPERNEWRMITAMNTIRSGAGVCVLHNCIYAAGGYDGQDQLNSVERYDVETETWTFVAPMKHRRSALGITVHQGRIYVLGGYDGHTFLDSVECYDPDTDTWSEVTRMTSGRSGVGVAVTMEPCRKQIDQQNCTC
# OPRM1-OPRD1 inv – inverse agonist of human OPRM1-OPRD1 heterodimerization; P35372+P41143; cell-based MOR-DOR heterodimer luminescence, inverse agonism; inhibition, % at 9.3 µM; hit rate 0.21% among 340,000; AID 504357; in the data active = inhibition above about 22%, passing the limit was not always enough;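 also: 0% = cells with DMSO and 100% = wells without cells with DMSO; values of inactives mirror those of a sister screen read the other way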
# CAL PDZ FP – CAL PDZ (human) peptide binding inhibition; Q9HD26; purified CAL PDZ, TMR-peptide fluorescence polarization, 1 h; inhibition, % at 24.9 µM; hit rate 0.92% among 300,000; AID 602252;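 active = mean inhibition of at least 30% with at least half of replicates also reaching 30%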;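 also: 0% = DMSO neutral control and 100% = excess unlabeled competitor peptide PRC23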
# HTR5A inv ctr – inverse agonist of human HTR5A in OPRM1-OPRD1 counter-screen; P47898; HTR5A cell line, luminescence, inverse agonism; hit rate 0.083% among 340,000; inhibition, % at 9.3 µM; in the data active = inhibition mostly above about 23%, no sharp cut-off; inactive = mostly below about 18%;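 also: 0% = cells with DMSO and 100% = no-cell wells with DMSO; some compounds called inactive have numbers as strong as hits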
# Target sequence (P47898 whole entry, looked up): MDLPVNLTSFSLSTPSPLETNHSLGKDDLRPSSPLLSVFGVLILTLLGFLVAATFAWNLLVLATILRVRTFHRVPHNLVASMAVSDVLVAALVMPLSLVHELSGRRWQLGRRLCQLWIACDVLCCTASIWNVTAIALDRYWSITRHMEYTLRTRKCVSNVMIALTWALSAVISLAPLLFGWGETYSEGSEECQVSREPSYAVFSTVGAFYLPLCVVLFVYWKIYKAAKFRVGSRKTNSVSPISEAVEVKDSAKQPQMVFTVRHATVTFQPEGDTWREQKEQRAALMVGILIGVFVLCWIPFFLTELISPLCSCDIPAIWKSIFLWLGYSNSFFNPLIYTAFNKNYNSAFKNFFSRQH
# C-LANA FP – blocks KSHV LANA C-terminal domain binding to DNA. inhibition, % at 9 µM. hit rate 0.078% among 340,000. MBP-C-LANA/FAM-LBS DNA binding, fluorescence polarization;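 active = highest replicate inhibition at or above 60% at 9 µM, even if other replicates fall short; inactive = all replicates below 60% inhibition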;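 also: 0% = neutral control wells and 100% = 4 µM acridine orange control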
# RTF Ca sens inh – cardiac RTF calcium desensitization; P19429+P45379; AID 493244; inhibition, % at 7.15 µM; hit rate 0.12% among 340,000; IANBD-labeled cardiac RTF, Ca2+ fluorescence;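 active = inhibition above the mean inhibition of all tested compounds plus 3 SD, cut at about 17% in these data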;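 also: assay run at fixed EC70 calcium of 1.6 mM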
# RTF Ca sens act – increases calcium sensitivity of human cardiac regulated thin filaments. AID 493008. IANBD-labeled TnC RTF fluorescence at EC20 calcium; 0% EC20 calcium, 100% full calcium. hit rate 0.24% among 340,000. P19429+P45379. activation, % at 7.2 µM;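 active = activation above the mean over all tested compounds plus 3 SD, cut at about 30% in these data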;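 also: rise in fluorescence read as greater calcium sensitivity of cardiac thin filaments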
# HTR5A ag – counter-screen for OPRM1-OPRD1 agonists: human HTR5A agonism; P47898; HTR5A agonist assay, luminescence, cell-based; activation, % at 9.3 µM; hit rate 0.61% among 340,000; AID 504692; in the data active = activation mostly above about 9.5%, no sharp cut-off; inactive = mostly below about 7.6%;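 also: 0% = cells with vehicle only and 100% = reference agonist; strong numbers were not always called active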
# V-ATPase pH – regulators of yeast V-ATPase proton transport; S. cerevisiae, pHLuorin cytosolic pH fluorescence; response, % at 10 µM; hit rate 0.37% among 350,000; in the data active = response mostly above about 7.3%, no sharp cut-off; inactive = mostly below about 5.4%; also: actives read high; inactives centre near 0; some compounds called inactive have numbers as strong as hits; reference of the scale not given here
# Starred values were filed as active, the others as inactive; i = inactive; x = no result given. An unsorted share of the library. About 2.8% of those tested had a hit in this group.
SMILES,MOR-DOR ag,Keap1 Nrf2 FP,OPRM1-OPRD1 inv,CAL PDZ FP,HTR5A inv ctr,C-LANA FP,RTF Ca sens inh,RTF Ca sens act,HTR5A ag,V-ATPase pH
CCOCCCNC(=O)Cn1nc(-c2ccccc2)ccc1=O,-1.8,-1,11,x,-1,1.4,-6,-7,0,-5
Cc1c(C2(O)CCCCC2)[nH]c2ccc(C#N)cc12,-2.3,-2,13,1,23,-2.3,1,-3,3,-3
CCC1=C(OC(=O)N(CC)CC)N2C(=O)OC(=NCCc3c[nH]c4ccccc34)[C@]2(C)[C@H]2C1=CC[C@H]1C(=O)N(CC)C(=O)[C@H]12,-1.0,-2,5,1,-30,-1.1,3,-3,-2,-2
CCn1ccnc1CNCc1ccc(OCC(O)CN(C)Cc2ccccc2)cc1 (configuration not stated),-2.1,2,11,1,-1,-1.4,-5,-2,2,1
CC(Oc1ccc(Cl)cc1Cl)C(=O)Nc1ccc(O)cc1 (configuration not stated),1.2,1,-7,1,11,-0.5,-3,1,-4,2
COCCN1C(=O)N(c2cccc(C)c2)C(=O)C1CC(=O)Nc1ccc(F)cc1 (configuration not stated),-1.6,-2,7,2,20,-0.2,5,-4,-8,-2
COc1ccccc1N1CCN(CCCN2C(=O)C3CCCN3C2=O)CC1 (configuration not stated),1.2,-1,-6,-10,-10,-1.9,-8,2,3,3
CCC(C#CCN1CCOCC1)(CC)OCCC#N,0.1,-2,-1,-16,-1,-3.5,-14,2,-2,-1
O=C1CC(C(=O)O)(c2ccccc2)c2cccc(F)c21 (configuration not stated),-2.7,-5,12,-4,0,2.0,-6,8,0,2
CCN(CC)C(=O)c1cc(C(C)(C)C)c(O)c(C(C)(C)C)c1,0.8,-5,-5,-1,12,0.4,3,0,-2,-2
COCCNC(=O)C(C)OC(=O)c1nsc(Cl)c1Cl (configuration not stated),-0.5,2,3,1,-11,1.0,2,6,0,1
NC(=O)c1ccc(NC(=O)COC(=O)c2c3c(nc4ccccc24)/C(=C\c2ccc4c(c2)OCO4)CCC3)cc1,2.4,0,-12,-5,3,17,i,514*,-1,-6
O=C(CS(=O)(=O)c1cn(Cc2ccccc2Cl)c2ccccc12)N1CCOCC1,2.0,1,-12,-3,0,0.5,-1,2,0,-2
CCOc1ccccc1NC(=O)NCc1ccccc1F,-0.6,4,4,-2,-19,0.3,-6,1,1,-2
CCN(C(=O)COC(=O)CNC(=O)c1ccc(F)cc1)C1CCS(=O)(=O)C1 (configuration not stated),-1.6,6,9,-5,6,-0.7,-5,-1,-2,-1
CC(CN1CCCCC1)OC(=O)COc1ccc(Cl)cc1 (configuration not stated),-0.6,-3,3,0,-5,2.5,0,-2,1,0
COCCN1C(=O)c2cc(C(=O)Nc3ccc(C)c(F)c3)ccc2C1Nc1ccc(C)c(F)c1 (configuration not stated),8.4,0,-49,x,-7,1.5,-4,3,2,-5
Oc1c(C(c2ccccc2)N2CCOCC2)ccc2ccccc12 (configuration not stated),12,-8,-64,-1,-16,-2.5,-6,2,4,4
Cc1cc(C)nc(/N=C2\NC(=O)CC(C(=O)O)N2c2ccc(C)c(C)c2)n1 (configuration not stated),-2.0,0,9,1,-5,-1.4,5,0,0,1
COc1ccc(S(=O)(=O)N(CCC(N)=O)Cc2ccco2)cc1OC,0.1,-5,-1,-2,-5,0.9,-6,-2,2,0

# An excerpt of these results, with values under each structure:
# Order of results: MOR-DOR ag	Keap1 Nrf2 FP	OPRM1-OPRD1 inv	CAL PDZ FP	HTR5A inv ctr	C-LANA FP	RTF Ca sens inh	RTF Ca sens act	HTR5A ag	V-ATPase pH
CC(CN1CCCCC1)OC(=O)COc1ccc(Cl)cc1 (configuration not stated)
  -0.6	-3	3	0	-5	2.5	0	-2	1	0
NC(=O)c1ccc(NC(=O)COC(=O)c2c3c(nc4ccccc24)/C(=C\c2ccc4c(c2)OCO4)CCC3)cc1
  2.4	0	-12	-5	3	17	i	514*	-1	-6
Cc1cc(C)nc(/N=C2\NC(=O)CC(C(=O)O)N2c2ccc(C)c(C)c2)n1 (configuration not stated)
  -2.0	0	9	1	-5	-1.4	5	0	0	1
COCCNC(=O)C(C)OC(=O)c1nsc(Cl)c1Cl (configuration not stated)
  -0.5	2	3	1	-11	1.0	2	6	0	1

# (next part)
SMILES,MOR-DOR ag,Keap1 Nrf2 FP,OPRM1-OPRD1 inv,CAL PDZ FP,HTR5A inv ctr,C-LANA FP,RTF Ca sens inh,RTF Ca sens act,HTR5A ag,V-ATPase pH
Fc1ccccc1Cc1noc(CN(Cc2ccccn2)CC2CCCO2)n1 (configuration not stated),-2.4,0,11,2,13,-1.9,9,3,-5,-4
CCn1cc(/C=C/C(=O)Nc2ccn(Cc3c(F)c(F)cc(F)c3F)n2)cn1,1.4,-1,-8,6,-16,2.4,-8,12,5,3
c1ccc(CCCc2nc(-c3ccccn3)no2)cc1,-1.4,-6,8,0,4,1.4,-1,2,-2,6
Cc1nnc(C)n1N1C(=O)c2cccc3cccc(c23)C1=O,-1.8,-1,10,-3,-3,-1.1,-3,-8,-5,0
CCOc1ccc(NC(=O)CN(C)C(=O)CCCOc2ccc(Cl)c(C)c2)cc1OCC,3.4,1,-18,4,9,-0.4,-6,0,-1,-3
COc1cccc(OCc2cc(C(=O)NCCN3CCCCC3CO)no2)c1 (configuration not stated),0.6,0,-3,-1,-7,1.7,-6,-1,-2,-7
COc1cccc(NC(=O)NCc2cccn2C)c1,-0.4,0,2,-2,-16,-0.9,-3,0,6,-4
CC(C)Nc1nc(Cl)nc(NC2CCCCC2)n1,-0.1,-5,0,-5,3,-1.2,-16,-2,-1,1
CC1=C(C(=O)N2CCOCC2)C(c2ccc(O)cc2)NC(=S)N1 (configuration not stated),-2.4,3,14,9,-5,0.4,10,2,2,2
COc1cccc(CN2CCN(c3nc4nonc4nc3NC3CC3)CC2)c1,3.6,6,-27,0,-15,3.2,-1,-4,5,-4
O=C1/C(=C/c2ccc(N3CCOCC3)o2)SC(=Nc2ccccc2)N1CCc1c[nH]c2ccccc12,4.7,-11,-28,-6,7,1.0,-75,3,0,4
CCC(O)(CC)C(=O)N=Nc1c(O)[nH]c2ccccc12,-1.3,1,6,-1,16,1.4,-7,-1,-6,1
Cc1cc(C)cc(NCC(=O)Nc2c(C)cccc2C)c1,2.2,-1,-11,-3,18,0.8,-4,-3,-3,1
CCN(CC)c1ccc(/C=N/NC(=O)c2cc3ccccc3[nH]2)cc1,-3.2,-1,15,-3,18,-2.4,3,-3,-5,3
COc1cc(CNc2ccc3[nH]c(=O)[nH]c3c2)ccc1OCc1ccccc1F,-0.1,-1,1,-1,-11,-0.4,-2,1,3,0
CC1CCN(S(=O)(=O)c2cccc(-c3nnc(-c4cccnc4)o3)c2)CC1,0.0,0,0,-8,6,0.6,-5,0,0,-3
COc1ccc(CC(=O)Nc2ccccc2C(=O)N2CCOCC2)cc1,-3.0,0,19,-3,7,0.0,-13,-2,-3,2
COc1ccc(OC)c(N/C=C2/CCCCC2=O)c1,-1.0,-4,6,x,9,1.0,-9,5,-1,4
COc1ccc(OC)c(NC(=O)N2CCCC(C(=O)c3ccccc3OC)C2)c1 (configuration not stated),-0.3,-5,2,77*,4,0.3,-13,1,-1,2
O=C(Nc1ccc(N2CCOCC2)c(S(=O)(=O)Nc2ccccc2Cl)c1)c1ccc(F)cc1,0.3,0,-2,x,2,-0.1,24*,-9,-1,2

# 6 neighbouring compounds already listed, for reference:
SMILES,MOR-DOR ag,Keap1 Nrf2 FP,OPRM1-OPRD1 inv,CAL PDZ FP,HTR5A inv ctr,C-LANA FP,RTF Ca sens inh,RTF Ca sens act,HTR5A ag,V-ATPase pH
CCC(O)(CC)C(=O)N=Nc1c(O)[nH]c2ccccc12,-1.3,1,6,-1,16,1.4,-7,-1,-6,1
Cc1cc(C)cc(NCC(=O)Nc2c(C)cccc2C)c1,2.2,-1,-11,-3,18,0.8,-4,-3,-3,1
CCN(CC)c1ccc(/C=N/NC(=O)c2cc3ccccc3[nH]2)cc1,-3.2,-1,15,-3,18,-2.4,3,-3,-5,3
COc1cc(CNc2ccc3[nH]c(=O)[nH]c3c2)ccc1OCc1ccccc1F,-0.1,-1,1,-1,-11,-0.4,-2,1,3,0
CC1CCN(S(=O)(=O)c2cccc(-c3nnc(-c4cccnc4)o3)c2)CC1,0.0,0,0,-8,6,0.6,-5,0,0,-3
COc1ccc(CC(=O)Nc2ccccc2C(=O)N2CCOCC2)cc1,-3.0,0,19,-3,7,0.0,-13,-2,-3,2

# Additional records:
SMILES,MOR-DOR ag,Keap1 Nrf2 FP,OPRM1-OPRD1 inv,CAL PDZ FP,HTR5A inv ctr,C-LANA FP,RTF Ca sens inh,RTF Ca sens act,HTR5A ag,V-ATPase pH
CC(C)OC(=O)c1c(NC(=O)CCn2nnc3ccccc32)sc2c1CCCC2,3.2,0,-16,0,12,0.6,-6,0,-5,0
Cc1cc(C)cc(CC(CC(=O)Nc2ccc(Cl)cc2)C(=O)O)c1 (configuration not stated),-2.5,-3,12,-4,6,1.3,-3,-5,-2,-1
Cc1cc(C)cc(NC(=O)N2CCC(C(=O)c3ccc(F)cc3)CC2)c1,0.8,3,-4,x,0,-2.0,0,2,0,1
CN=C(Nc1cc(C)nn1CCC#N)c1ccccc1F,-1.4,3,8,-4,7,-0.2,-1,-4,-2,-1
CCOC(=O)N1CCN(C(=O)Nc2ccc3oc(C)nc3c2)CC1,-0.8,2,5,-1,-20,-0.4,-3,0,8,-3
COc1ccc2oc(C(=O)NCc3ccco3)c(C)c2c1,-1.4,1,7,-1,-28,2.3,1,-2,-2,-3
NC(=O)Cn1c(S(=O)(=O)Cc2ccccc2)nc2ccccc21,x,1,x,0,x,-2.5,-3,-3,x,1
O=C1C2C3C=CC(C3)C2C(=O)N1CNc1ccccn1 (configuration not stated),-2.8,3,16,-4,-24,-0.3,-6,4,10,4
Cc1cc(-c2nnc(SCC(=O)Nc3c(C)cccc3C)n2N)n[nH]1,-1.3,0,6,2,27,-0.5,-2,1,-3,5
CC12COC3(C(=O)Nc4cccnc4)CC1CCC32C (configuration not stated),-1.7,-5,10,-2,-41,0.3,6,7,0,0
Cn1c(SCC(=O)Nc2sccc2C#N)nnc1-c1ccccc1,0.1,-5,-1,-3,3,-9.6,-11,-6,-6,6
COc1ccc(C2=CC(=O)CC(c3ccc(OC)cc3)C2)cc1 (configuration not stated),0.6,-3,-3,0,6,-0.9,12,2,-2,2
O=C(CCCn1c(=O)[nH]c2cc(Cl)ccc2c1=O)N1CCN(c2ccc([N+](=O)[O-])cc2)CC1,-1.8,-3,10,0,-3,1.1,-17,-1,4,-2
COc1cc(OC)nc(Oc2ccc(NC(C)=O)cc2)n1,-2.6,3,13,0,5,-1.6,-12,0,6,0
O=C(CNc1ccccc1Cl)Nc1cc(S(=O)(=O)N2CCOCC2)ccc1Cl,-2.0,-1,10,x,-14,1.3,-6,3,4,-1
